LYPLA1 counter: blocks human lysophospholipase 1, a PME1 counter-screen; inhibition, % at 5.9 µM; 320,000 compounds, 0.16% hits; recombinant LYPLA1, FP-Rh probe fluorescence polarization; O75608;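 active = inhibition above the mean of all tested compounds plus 3 SD, set per campaign, cut at about 14% in these data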;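 note: inhibitors block serine hydrolase probe labeling of LYPLA1 so polarization falls; 0% = enzyme with DMSO and 100% = wells lacking LYPLA1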
PAFAH2 FP inh: PAFAH2 (human) inhibition | Q99487 | 340,000 compounds, 0.99% hits | inhibition, % at 3.39 µM | recombinant PAFAH2, FP-rhodamine activity probe, fluorescence polarization;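 active = inhibition above the mean over all tested compounds plus 3 SD, cut at about 30% in these data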;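 note: inhibitors block probe labeling of enzyme so polarization drops; 0% = enzyme with DMSO and 100% = wells lacking PAFAH2 protein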
PME-1 primary: PME-1 (human) inhibition; inhibition, % at 5.9 µM; recombinant PME-1, FP-Rh probe fluorescence polarization; Q9Y570; AID 2130; 320,000 compounds, 0.53% hits;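 active = inhibition above the campaign mean of all compounds plus 3 SD, cut at about 26% in these data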;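 note: competitive labeling of PME-1 active site by serine hydrolase directed probe; 0% = PME-1 with DMSO and 100% = wells lacking PME-1 enzyme; inhibitors block probe labeling so polarization falls and inhibition rises; many of its hits are not listed in these tables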
Target sequence (Q9Y570 whole entry, looked up): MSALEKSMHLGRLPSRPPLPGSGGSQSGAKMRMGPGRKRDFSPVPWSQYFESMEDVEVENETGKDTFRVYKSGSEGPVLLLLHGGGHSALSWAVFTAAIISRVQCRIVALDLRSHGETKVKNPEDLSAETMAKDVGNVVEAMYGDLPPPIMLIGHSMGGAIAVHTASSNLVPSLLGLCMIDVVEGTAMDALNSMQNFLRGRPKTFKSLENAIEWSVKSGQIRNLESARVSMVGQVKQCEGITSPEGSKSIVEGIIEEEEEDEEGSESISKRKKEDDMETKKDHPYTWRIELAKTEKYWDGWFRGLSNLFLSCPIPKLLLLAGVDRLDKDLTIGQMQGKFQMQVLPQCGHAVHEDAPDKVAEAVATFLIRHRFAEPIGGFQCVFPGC
pPAFAH FP inh: inhibitors of human plasma PAF acetylhydrolase (pPAFAH). inhibition, % at 3.39 µM. Q13093. 330,000 compounds, 1.5% hits. AID 463082. recombinant pPAFAH, FP-rhodamine probe fluorescence polarization;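 active = inhibition above the mean inhibition across the screen plus 3 SD, cut at about 25% in these data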;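 note: inhibitors block binding of the rhodamine activity-based probe so polarization drops; 0% = enzyme with DMSO and 100% = wells lacking pPAFAH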
Fam108B counter: blocks mouse Fam108B hydrolase in RBBP9 counter-screen. recombinant Fam108B, FP-Rh probe fluorescence polarization. inhibition, % at 9.51 µM. 300,000 compounds, 0.33% hits. AID 1947;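 active = inhibition above the screen mean inhibition plus 3 SD, computed separately per campaign, cut at about 18% in these data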;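 note: inhibitors lower polarization as less probe binds the enzyme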
PAD4 inh: PAD4 (human) enzyme inhibition; inhibition, % at 6.36 µM; recombinant PAD4, RCA probe fluorescence polarization; 330,000 compounds, 0.41% hits;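 active = percent inhibition above a cutoff equal to the mean of all tested compounds plus 3 SD, cut at about 15% in these data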;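 note: 0% = PAD4 with RCA probe and DMSO and 100% = probe without PAD4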
GSTO1 inh: blocks human GSTO1 in RBBP9 counter-screen; P78417; recombinant GSTO1, activity-based probe fluorescence polarization; inhibition, % at 5.96 µM; 300,000 compounds, 1.1% hits; AID 1974;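 active = inhibition above the campaign mean inhibition plus 3 SD, cut at about 35% in these data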;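 note: 0% = GSTO1-1 with DMSO and 100% = wells lacking GSTO1-1 enzyme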
Target sequence (P78417 whole entry, looked up): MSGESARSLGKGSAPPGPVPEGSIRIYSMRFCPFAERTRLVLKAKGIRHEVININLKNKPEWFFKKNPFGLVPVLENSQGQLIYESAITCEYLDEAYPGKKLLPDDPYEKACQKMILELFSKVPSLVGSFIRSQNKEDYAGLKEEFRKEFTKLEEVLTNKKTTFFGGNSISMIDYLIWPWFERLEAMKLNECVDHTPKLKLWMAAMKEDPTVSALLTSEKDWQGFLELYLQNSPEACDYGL
PAFAH1B2 inh: inhibitors of human PAFAH1B2. P68402. recombinant PAFAH1B2, FP-rhodamine activity probe, fluorescence polarization. inhibition, % at 3.39 µM. 340,000 compounds, 1.2% hits;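 active = inhibition above the mean of all tested compounds plus 3 SD, cut at about 24% in these data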;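 note: 0% = enzyme with DMSO and 100% = wells lacking PAFAH1B2; many of its hits are not listed in these tables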
Target sequence (P68402 whole entry, looked up): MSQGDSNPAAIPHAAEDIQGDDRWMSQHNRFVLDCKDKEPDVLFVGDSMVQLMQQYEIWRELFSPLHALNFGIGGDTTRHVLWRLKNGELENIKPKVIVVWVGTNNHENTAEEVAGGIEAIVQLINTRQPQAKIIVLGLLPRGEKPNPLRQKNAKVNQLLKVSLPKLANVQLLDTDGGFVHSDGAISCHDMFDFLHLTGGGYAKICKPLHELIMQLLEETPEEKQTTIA
PAFAH1B3 inh: inhibitors of human PAFAH1B3. 340,000 compounds, 0.28% hits. inhibition, % at 3.39 µM. recombinant PAFAH1B3, FP-rhodamine probe, fluorescence polarization;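 active = inhibition above the screen-wide average of all tested compounds plus 3 SD, cut at about 25% in these data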;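 note: 0% = enzyme with DMSO only and 100% = wells lacking PAFAH1B3 protein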
An asterisk follows results filed as active; nt = no result given.

Results follow in this order: LYPLA1 counter	PAFAH2 FP inh	PME-1 primary	pPAFAH FP inh	Fam108B counter	PAD4 inh	GSTO1 inh	PAFAH1B2 inh	PAFAH1B3 inh
> CCOc1ccccc1N1CCN(CC(=O)Nc2cc(C)on2)CC1
→ 3	-7	7	-6	4	1	7	-1	2
> O=C(CSc1ncnc2c1nnn2-c1ccc(F)cc1)NCc1ccco1
→ 1	-6	-4	4	0	2	0	1	12
> c1cc(CN2CCN(C3CCCCCC3)CC2)ccn1
→ -4	-2	8	3	3	0	4	6	5
> COc1cc(C2NC(=O)c3ccccc3O2)ccc1OC(C)C (stereo not drawn)
→ 3	-4	-2	7	-2	-4	0	-5	-7
> CCN1C(=O)c2ccc(C(=O)Nc3c(C)cc(C)cc3C)cc2C1=O
→ -1	2	2	-3	4	1	-3	0	8
> CCCC(=O)Nc1cccc(NC(=O)c2ccc(C)c([N+](=O)[O-])c2)c1
→ -1	3	5	3	1	2	0	2	7
> CC(=O)Nc1ccc(C(=O)Nc2cc(C)on2)cc1
→ 2	1	0	6	-1	1	5	0	12
> COc1cc(CCC(=O)Nc2ccc(S(=O)(=O)N3CCOCC3)cc2)cc(OC)c1OC
→ 0	3	-5	2	nt	-2	nt	4	1
> O=[N+]([O-])c1ccc(N/N=C\c2cccn2-c2ccccc2)nc1
→ -1	-2	19	29*	7	-6	-7	6	0
> O=S(=O)(Nc1n[nH]c(C(F)(F)F)n1)c1ccccc1
→ -2	-6	9	-1	0	4	2	5	8
> CC(C)C(=O)Nc1ccc(N2CCN(C(=O)c3cccs3)CC2)cc1
→ -3	-3	-3	7	7	-2	5	4	3
> CCCCN(CCCC)CCCNC(=O)CC1Oc2ccc(C)cc2NC1=O (stereo not drawn)
→ 1	-2	1	4	-4	0	6	7	3
> COc1cc(C(CCN2CCCC(C)C2)c2c(OC)cc(OC)c3c2OC(=O)CC3c2ccc(N(C)C)cc2)cc(OC)c1OC (stereo not drawn)
→ 2	6	0	5	1	-4	3	0	3
> COCCN(CCOC)S(=O)(=O)c1ccc(C(=O)Nc2ccc(S(=O)(=O)Nc3nccc(C)n3)cc2)cc1
→ -5	-4	4	3	4	0	2	1	-8
> CCOC(=O)C1CCN(C(=O)Nc2ccc(C)c(Cl)c2)CC1
→ 2	-1	2	1	0	1	-7	1	6
> Cc1ccc(N(CC(=O)NC2CCCC2)C(=O)CCC(=O)Nc2nccs2)cc1C
→ 4	-10	4	3	0	1	1	-1	-1
> Cc1ccccc1NS(=O)(=O)c1ccc(OCC(=O)N2CCCC2)cc1
→ 1	-23	3	22	0	-3	0	-1	-1
> CCOc1ccc(/C=N/n2cnnc2)cc1
→ -2	11	0	6	3	4	2	12	8
> COc1ccc(C2CC(c3cccs3)=NN2C(=O)COC(=O)C2CCCCC2)cc1OC (stereo not drawn)
→ -3	-4	1	3	-7	-3	-14	5	5
> CCNC(=S)Nc1cccc(S(=O)(=O)Nc2ccccc2OC)c1
→ 0	-1	2	6	8	-4	13	3	-1
> COc1ccc(CNC(=O)C2CCCN(S(=O)(=O)N3CCC(C)CC3)C2)c(OC)c1 (stereo not drawn)
→ -1	-2	6	-1	4	-2	-2	1	11
> O=[N+]([O-])c1ccc(O)c(/C=N/Nc2ccccc2[N+](=O)[O-])c1
→ 7	51*	5	3	8	2	1	3	4
> CS(=O)(=O)Nc1ccc2c3c(cccc13)CC2
→ 1	3	5	3	-1	-5	8	-2	7
> O=C(NC1CC1)C1CCN(c2ccc(S(=O)(=O)N3CCOCC3)cc2Cl)CC1
→ 0	-8	0	6	6	-3	1	1	2
> COC(=O)c1cc2c(C)cc3ccc(C)cn3c-2c1C(=O)OC
→ -2	6	6	10	2	0	6	2	5
> CCn1c(Cc2ccccc2)nnc1SCC(=O)c1cccc([N+](=O)[O-])c1
→ 0	5	-1	8	0	4	8	-1	10
> O=C(CSc1nnnn1-c1ccccc1)N1CCc2ccccc21
→ -3	2	1	2	-3	0	-7	2	-3
> CC(=O)NCc1nnc2c3ccccc3c(-c3ccccc3)nn12
→ 2	-10	0	-3	4	-6	3	0	-2
> COc1ccc(/C(O)=C2\C(=O)C(=O)N(c3cc(C)on3)C2c2cccc(OC)c2OC)cc1C (stereo not drawn)
→ 0	8	-4	6	0	-6	-5	5	1
> COc1ccc(CCNC(=O)CCCc2ccccc2)cc1
→ 3	3	6	0	1	-2	9	12	3
> CC(/C=N/NC(=O)c1nnn(-c2nonc2N)c1CN1CCCCC1)c1ccccc1 (stereo not drawn)
→ -5	7	4	-7	0	-2	8	5	5
> Cc1ccc(C)c(NC(=O)CN(C)C(=O)c2cccc(N3C(=O)CCC3=O)c2)c1
→ 1	3	-4	4	1	2	15	-2	12
> COc1ccccc1NS(=O)(=O)c1cc(NC(=O)C2CC2)ccc1N1CCOCC1
→ -4	nt	-7	-2	1	2	6	nt	nt
> CSCCC(NC(=O)c1ccc(Cl)cc1Cl)C(=O)NCc1ccncc1 (stereo not drawn)
→ 1	1	0	6	-2	3	5	-3	0
> Cc1cc(C)c(OCC(=O)NCC2COc3ccccc3O2)c(C)c1 (stereo not drawn)
→ -1	-4	2	-1	nt	-1	nt	3	-2
> Fc1ccc(N/N=C/c2cccnc2)c(F)c1
→ 2	6	-4	5	3	2	5	8	-4
> CCN(C(=O)COC(=O)c1cc(-c2cccs2)nc2ccccc12)C1CCS(=O)(=O)C1 (stereo not drawn)
→ -1	3	2	-3	4	1	-4	-2	-3
> CC(C)NC(=O)N(C)C[C@H]1Oc2c(NC(=O)C3CCCCC3)cccc2C(=O)N([C@H](C)CO)C[C@@H]1C
→ nt	-4	nt	-5	nt	4	nt	4	-3
> C=CCOC(=O)/C(=C/c1cccc2ccccc12)NC(=O)c1ccccc1
→ -4	-5	4	0	2	3	-5	0	8
> CC(C)(C)c1ccc(OCCC(=O)OCC(=O)Nc2cccnc2Cl)cc1
→ -2	6	-2	11	2	2	8	11	6
> CCc1noc(C)c1C(=O)N1CCCSC1=Nc1ccccc1C(C)C
→ 3	9	5	-2	-2	-8	5	4	5
> Cc1cc(C)nc(SCC(=O)OCC(=O)N(C)c2c(N)n(Cc3ccccc3)c(=O)[nH]c2=O)n1
→ 2	3	1	2	-2	-7	0	-3	6
> O=C(NCC1CCCO1)c1cc2c(=O)[nH]c3ccccc3c2s1 (stereo not drawn)
→ 0	-4	4	1	-1	-2	-6	8	6
> O=C(Cc1cccc2ccccc12)NCC(=O)Nc1ccccc1F
→ -3	-1	2	6	-1	-4	0	-1	1
> CN(C(=O)CSc1cccc[n+]1[O-])c1ccccc1
→ nt	-4	nt	-4	nt	-1	nt	2	6
> CCc1ccc(NC(=S)/N=C(\N)Nc2nc(C)c3cc(CC)ccc3n2)cc1
→ -3	-3	-2	-3	-2	4	-23	3	-2
> O=C(CCS(=O)(=O)c1cccs1)Nc1ccc(C(=O)NCc2cccs2)cc1
→ -1	-10	6	4	3	-2	2	0	-1
> Cc1ccn2cc(-c3ccc(NC(=O)c4ccco4)cc3)nc2c1
→ 0	0	-1	-1	0	-1	-1	-1	6
> CC(C)N1CCN(Cc2ccc(OC3CCCC3)cc2)CC1CCO (stereo not drawn)
→ 3	-2	-6	6	-1	2	-1	0	7
> N#Cc1c(NC(=O)CSc2nnc(-c3ccccc3O)n2-c2ccccc2)sc2c1CCCC2
→ 0	6	2	-2	2	3	-3	-1	4
> Cc1cccc(NC(=S)Nc2c(C)n(C)n(-c3ccccc3)c2=O)c1C
→ 3	2	6	-1	1	-9	5	2	3
> COc1ccc(NC(=O)COc2ccc(C(=O)c3ccc(F)cc3)cc2)cc1S(N)(=O)=O
→ -1	3	-1	-3	-2	1	-5	6	5
> C[C@H](NC(=O)CCC1CCC(=O)N1)c1ccccc1 (stereo partly drawn)
→ -4	-5	-2	4	0	5	4	9	9
> CN(C)c1ccc(CN(C(=O)C2COc3ccccc3O2)C2CCS(=O)(=O)C2)cc1 (stereo not drawn)
→ -1	-9	-6	6	2	-2	5	5	1
> CCOC(=O)C(=Nc1ccc(Cl)cc1)NO
→ 1	3	4	7	1	-2	3	4	1
> O=C(COC(=O)C1=COCCO1)Nc1c(F)cccc1F
→ 0	9	-4	-2	1	2	-2	1	2
> CCCn1c(CN(Cc2ccccc2)Cc2ccccc2)nc2c1c(=O)n(C)c(=O)n2C
→ -6	-4	1	1	-2	-5	-4	8	5
> C[C@H](CO)N1C[C@H](C)[C@@H](CN(C)C(=O)Nc2ccccc2)Oc2ccc(NS(=O)(=O)c3cn(C)cn3)cc2C1=O
→ nt	12	nt	2	nt	5	nt	7	10
> CCOc1ccc(Nc2c3c(nc4ncnn24)CC(C)CC3)cc1 (stereo not drawn)
→ -2	5	3	-5	1	-4	-1	4	-2
> OCCC1CN(Cc2cc(F)ccc2F)CCN1CCCc1ccccc1 (stereo not drawn)
→ 2	-2	0	0	-3	0	-1	3	3

The list goes on.
Results follow in this order: LYPLA1 counter	PAFAH2 FP inh	PME-1 primary	pPAFAH FP inh	Fam108B counter	PAD4 inh	GSTO1 inh	PAFAH1B2 inh	PAFAH1B3 inh
> CCOc1ccc(NC(=O)COC(=O)c2ncc(Cl)c(Cl)c2Cl)cc1
→ -2	1	-3	6	-1	-9	1	3	6
> CC1CCCC(NC(=O)COC(=O)c2ccc3ncsc3c2)C1C (stereo not drawn)
→ 2	85*	3	-4	nt	4	nt	4	3
> Cc1ccc(NS(=O)(=O)N2CCOCC2)cc1Cl
→ 0	-2	5	1	-3	5	1	0	-1
> CCOCc1nnc(NC(=O)COc2ccc3c(c2)OCO3)s1
→ -1	-3	-2	-4	-2	-4	-2	-2	0
> O=C(O)C1OC(Oc2cc3oc(-c4ccccc4)cc(=O)c3c(O)c2O)C(O)C(O)C1O (stereo not drawn)
→ 2	10	-3	16	2	-3	37*	5	17
> O=S(=O)(c1cccc2cccnc12)N1CCN(c2ccccc2)CC1
→ 1	-4	3	1	-3	-1	2	5	8
> CCn1cc(C2C(C(=O)Nc3cc(C)ccn3)=C(C)NC3=C2C(=O)CC(C)(C)C3)c(C)n1 (stereo not drawn)
→ 3	5	1	0	7	1	1	1	4
> C=CCSc1nncn1/N=C/c1ccc(OC)cc1
→ 0	-9	1	2	4	2	0	-6	3
> Cc1cccc(NC(=O)CCc2nc3sc4c(c3c(=O)[nH]2)CCCC4)n1
→ -2	18	-6	4	-3	-4	-5	4	1
> CCCCN(Cc1nc2ccccc2c(=O)[nH]1)C(=O)COc1ccc(F)cc1Cl
→ 2	2	-3	7	nt	2	nt	5	2
> Cc1cc(NCCCN2CCOCC2)n2ncc(-c3ccccc3)c2n1
→ 2	5	-1	3	-2	2	-6	8	5
> CC1=C(C#N)C(c2cn(-c3ccccc3)nc2-c2cccs2)C(C#N)=C(C)N1
→ -11	5	-6	-7	0	1	-6	-1	0
> CCOC(=O)[C@@H]1[C@H]2COc3ccccc3[C@@H]2N2C(=O)N(c3ccc(C(F)(F)F)cc3)C(=O)[C@@]12C
→ nt	-5	nt	2	nt	-6	nt	0	11
> Cc1cc(C)n(CC(=O)c2ccc(Br)cc2)c(=O)c1C#N
→ 2	0	-1	3	2	0	1	1	1
> Cc1ccccc1OCC(=O)Nc1ccc(Cc2ccncc2)cc1
→ 3	1	-2	8	-7	2	-3	1	3
> O=C(CC(=O)NCc1ccc(Cl)cc1)NCc1ccccc1
→ -4	0	-1	6	0	-6	3	1	-4
> CCCCSc1nc(CCC)cc(=O)[nH]1
→ -1	-4	3	-4	2	-1	-5	1	5

These rows are one share of the data (hit frequency here may not be typical).
